BaF3 tox = parental Ba/F3 cell viability inhibition, counter-screen for JAK2V617F inhibitor project, murine pro-B, CellTiter-Glo luminescence | 1.1% of 220,000 active | CellTiter-Glo ATP luminescence | AID 1486, 2009 | inhibition, % at 5.6 µM;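 active = inhibition above a per-campaign cutoff, the mean inhibition of all tested compounds plus 3 SD, cut at about 27% in these data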;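 note: 0% = DMSO wells and 100% = JAK Inhibitor I control wells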
S1P4 antagonist = S1P4 receptor antagonists, primary screen, cell-based; Sphingosine 1-phosphate receptor 4 (Homo sapiens), O95977; 0.26% of 220,000 active; AID 1510, 2009; S1P4-expressing cells, antagonist mode, reporter read-out; inhibition, % at 4.98 µM; in the data active = inhibition above about 29%;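 note: 0% = wells stimulated with agonist and 100% = vehicle wells without agonist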
NPY-Y2 PAM-ag = NPY-Y2 potentiators or agonists, primary screen, cell-based | cells expressing NPY-Y2, potentiator/agonist read-out | activation, % at 3.6 µM | 0.45% of 220,000 active | AID 1359, 2008; in the data active = activation above about 27%;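 note: cells stimulated with NPY near EC25 plus isoproterenol at EC100; 0% = vehicle plus submaximal agonist and 100% = vehicle plus saturating agonist; some results beyond the cut were filed as inactive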
Target sequence (P49146 whole entry, looked up): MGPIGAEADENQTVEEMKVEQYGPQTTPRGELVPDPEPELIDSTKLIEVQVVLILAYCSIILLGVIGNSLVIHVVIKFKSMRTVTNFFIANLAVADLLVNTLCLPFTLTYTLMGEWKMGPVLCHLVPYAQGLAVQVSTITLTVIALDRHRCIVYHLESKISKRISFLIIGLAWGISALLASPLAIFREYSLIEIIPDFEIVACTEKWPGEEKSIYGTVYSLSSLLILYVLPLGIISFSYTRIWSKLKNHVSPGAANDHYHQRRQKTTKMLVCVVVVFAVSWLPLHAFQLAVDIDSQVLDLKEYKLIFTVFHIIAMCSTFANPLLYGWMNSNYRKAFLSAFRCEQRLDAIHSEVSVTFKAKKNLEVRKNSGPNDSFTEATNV
CHOP inh = inhibitors of CHOP promoter induction, primary screen, cell-based, unfolded protein response, luciferase reporter | CHO-K1 CHOP-promoter luciferase, tunicamycin-induced, 15-18 h | inhibition, % at 10 µM | 3.8% of 220,000 active;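 active = compounds that reduced the stress-induced luciferase reporter signal by more than about 70% of percent inhibition, limit read from the data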;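 note: 0% = tunicamycin plus vehicle and 100% = wells without tunicamycin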
NPY-Y1 antag = NPY-Y1 receptor antagonists, primary screen, cell-based | HEK293-CNG Y1 cells, membrane potential fluorescence; NPY at EC95, then isoproterenol | inhibition, % at 3.6 µM | 1% of 200,000 active;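 active = inhibition above the campaign mean inhibition of all tested compounds plus 3 SD, cut at about 20% in these data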;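 note: 0% = DMSO wells given NPY plus isoproterenol and 100% = isoproterenol alone without NPY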
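Material: HEK293 Y1/CNG channel cell line; also added: NPY (25 nM), isoproterenol (1 µM), Ro 20-1724 (25 µM); doses: one concentration, 3.6 µM, in 0.4% DMSO; schedule: compound incubation 1 h at room temperature, readout 45 min post-stimulation; technique: membrane potential fluorescence; measure: fluorescence ratio normalized to % inhibition between controls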
Ba/F3 V617F tox = reduced viability of JAK2V617F-dependent Ba/F3 cells, primary screen, JAK2V617F inhibitor project, cell-based, Ba/F3 EpoR-JAK2V617F, luminescence | inhibition, % at 5.6 µM | AID 1446, 2008 | ATP luminescence | 1.1% of 220,000 active;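 active = inhibition above the campaign mean plus 3 SD over all tested compounds, cut at about 24% in these data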;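 note: cytokine-independent growth of Ba/F3 cells driven by EpoR plus mutant JAK2; 0% = DMSO-treated cells and 100% = JAK inhibitor I control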
NCF1 inh = p47phox/p22phox peptide binding inhibitors, primary screen, biochemical, uHTS, NADPH oxidase regulatory subunit; Neutrophil cytosol factor 1 (Homo sapiens), P14598; fluorescence polarization, 2 h; inhibition, % at 24.7 µM; 0.53% of 220,000 active;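 active = inhibition above about 30%, limit read from the data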;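 note: 0% = p47phox with labelled peptide and 100% = labelled peptide alone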
Target sequence (P14598 whole entry, looked up): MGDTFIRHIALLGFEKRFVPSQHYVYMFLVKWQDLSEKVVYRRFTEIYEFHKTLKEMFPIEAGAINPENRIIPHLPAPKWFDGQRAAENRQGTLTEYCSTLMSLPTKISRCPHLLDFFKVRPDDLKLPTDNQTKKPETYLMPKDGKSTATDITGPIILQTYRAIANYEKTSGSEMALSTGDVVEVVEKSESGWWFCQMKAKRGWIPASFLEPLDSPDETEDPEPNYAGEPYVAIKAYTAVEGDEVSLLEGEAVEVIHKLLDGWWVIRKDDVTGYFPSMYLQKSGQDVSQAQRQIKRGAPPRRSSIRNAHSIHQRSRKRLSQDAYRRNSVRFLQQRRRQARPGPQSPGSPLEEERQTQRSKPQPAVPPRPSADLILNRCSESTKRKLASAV
NPY-Y1 PAM-ag = NPY-Y1 receptor potentiators or agonists, primary screen, cell-based | activation, % at 3.6 µM | NPY-Y1 expressing cells, potentiator/agonist activation | 0.37% of 220,000 active | Neuropeptide Y receptor type 1 (Homo sapiens), P25929; in the data active = activation above about 33%, passing the limit was not always enough;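 note: cells stimulated with NPY at EC10 then isoproterenol at EC100; 0% = low agonist plus stimulus and 100% = saturating agonist plus stimulus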
S1P4 agonist = S1P4 receptor agonists, primary screen, cell-based. S1P4-expressing cell line, agonist reporter assay. activation, % at 4.98 µM. Sphingosine 1-phosphate receptor 4 (Homo sapiens), O95977. 0.35% of 220,000 active; in the data active = activation above about 11%;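 note: 0% = DMSO vehicle and 100% = reference agonist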
* marks the source's active call; other numbers are inactive results; . = no result given. Rows are unselected; about 7.1% have a hit in one of these screens.

A first look, 9 compounds:
Every second line gives: BaF3 tox	S1P4 antagonist	NPY-Y2 PAM-ag	CHOP inh	NPY-Y1 antag	Ba/F3 V617F tox	NCF1 inh	NPY-Y1 PAM-ag	S1P4 agonist
CC12CC3(C)CC(C)(C1)CC(C(=O)NC1=NCCS1)(C2)C3
    1	-19	-1	.	-2	-5	.	10	0.8
COc1ccc(Cl)cc1NC(=O)/C=C/C(=O)O
    0	2	-1	-9	.	-2	0	-24	1.6
O=c1[nH]c2cc3c(cc2cc1CN(CCO)S(=O)(=O)c1ccccc1Cl)OCCO3
    5	0	8	-7	0	6	-9	10	0.2
Cc1ccc(NC(=O)CNc2ccc(N3CCOCC3)cc2)cc1S(=O)(=O)N(C)C
    9	-1	3	-5	5	1	-9	-1	0.1
CCn1c(Cc2c(C)[nH]c3ccccc23)nnc1SCC(=O)NCc1ccco1
    3	-14	-7	-8	-2	0	-2	-28	-1.1
CC(C)(CNC(=O)/C=C/c1ccc(F)cc1)CNC(=O)/C=C/c1ccc(F)cc1
    10	-18	-31	-17	12	8	-12	-62	0.6
CC(C)Cc1cc(C(=O)Nc2cc(Cl)ccc2Cl)no1
    5	-2	-15	21	4	4	-11	-19	-1.2
CCCCn1c(NC(=O)c2ccco2)c(S(=O)(=O)c2ccc(C)cc2)c2nc3ccccc3nc21
    1	17	0	21	-4	1	-29	-12	0.7
CCOc1ccc2nc(N3C(=O)CNC3=S)sc2c1
    -1	-18	-10	-91	.	1	-9	5	2.2

All compounds of this part, from the first entry:
Every second line gives: BaF3 tox	S1P4 antagonist	NPY-Y2 PAM-ag	CHOP inh	NPY-Y1 antag	Ba/F3 V617F tox	NCF1 inh	NPY-Y1 PAM-ag	S1P4 agonist
CC12CC3(C)CC(C)(C1)CC(C(=O)NC1=NCCS1)(C2)C3
    1	-19	-1	.	-2	-5	.	10	0.8
COc1ccc(Cl)cc1NC(=O)/C=C/C(=O)O
    0	2	-1	-9	.	-2	0	-24	1.6
O=c1[nH]c2cc3c(cc2cc1CN(CCO)S(=O)(=O)c1ccccc1Cl)OCCO3
    5	0	8	-7	0	6	-9	10	0.2
Cc1ccc(NC(=O)CNc2ccc(N3CCOCC3)cc2)cc1S(=O)(=O)N(C)C
    9	-1	3	-5	5	1	-9	-1	0.1
CCn1c(Cc2c(C)[nH]c3ccccc23)nnc1SCC(=O)NCc1ccco1
    3	-14	-7	-8	-2	0	-2	-28	-1.1
CC(C)(CNC(=O)/C=C/c1ccc(F)cc1)CNC(=O)/C=C/c1ccc(F)cc1
    10	-18	-31	-17	12	8	-12	-62	0.6
CC(C)Cc1cc(C(=O)Nc2cc(Cl)ccc2Cl)no1
    5	-2	-15	21	4	4	-11	-19	-1.2
CCCCn1c(NC(=O)c2ccco2)c(S(=O)(=O)c2ccc(C)cc2)c2nc3ccccc3nc21
    1	17	0	21	-4	1	-29	-12	0.7
CCOc1ccc2nc(N3C(=O)CNC3=S)sc2c1
    -1	-18	-10	-91	.	1	-9	5	2.2
CC(=O)c1cccc(NC(=O)C2CCCN(S(=O)(=O)c3ccc(F)cc3)C2)c1 (centres undefined)
    3	-20	-12	15	-3	4	-6	-24	5.0
Cc1[nH]ccc2c1[nH]c1cc(=O)ccc12
    0	5	1	28	.	1	46*	18	-0.4
CC1=NCCN1S(=O)(=O)c1cccc([N+](=O)[O-])c1
    7	-4	-5	-8	3	1	-7	-6	-1.3
CCOc1ccccc1NC(=O)Cn1nnc(C(=O)NCCc2ccc(OC)c(OC)c2)c1N
    4	-22	7	8	-5	-3	-11	28	0.9
O=C(CCNS(=O)(=O)c1cccc2nsnc12)NCc1cccs1
    6	-15	-16	6	-2	7	-9	-13	1.6
Cc1cccc(C(CC(=O)O)n2cccc2)c1 (centres undefined)
    2	-18	-2	16	5	2	1	-18	0.0
Cc1cccn2c(=O)c3cc(C#N)c(=O)n(CC4CCCO4)c3nc12 (centres undefined)
    0	-13	-1	-14	-1	-1	19	13	4.2
O=C(Nc1cccc(C(=O)N2CCN(Cc3ccccc3)CC2)c1)c1ccccc1
    3	-9	20	23	-8	0	-22	6	1.5
Cc1ccc(NC(=O)C(C)N2C(=O)c3ccccc3C2=O)cc1S(=O)(=O)N1CCOCC1 (centres undefined)
    6	-26	4	0	9	-3	-16	-2	1.9
Clc1ccccc1N=C1NN=C(c2cccs2)CS1
    7	5	-8	3	0	2	-22	18	1.6
Cc1cc(C)n(-c2ncc3c(n2)N(C)CCOC3=O)n1
    0	7	-5	-4	.	-2	-5	6	-2.7
CCOC(=O)Cn1nc(C)c(NC(=O)COc2cccc(Cl)c2)c1C
    0	-24	5	5	2	-3	-5	-5	12*
COc1ccc(CNC(=O)/C=C/c2ccc(S(=O)(=O)NCc3ccco3)cc2)cc1OC
    1	-17	-4	5	-3	-3	-23	-16	0.6
Cc1cc(=O)oc2ccc(OCC(=O)NCc3ccco3)cc12
    5	-13	-11	-11	9	-1	-2	-14	1.6
O=C(NC1CCCC1)c1nc2c(nnn2Cc2cccc(Cl)c2)c(=O)[nH]1
    2	-16	-7	30	9	1	-49	-34	-0.4
O=C(c1cccs1)c1coc2ccc(O)c(CN3CCOCC3)c12
    0	-7	-8	26	2	-1	3	-10	1.1
CCN1CCN(S(=O)(=O)c2ccc(OC)c(Br)c2)CC1
    4	1	14	35	-1	-4	-6	18	-0.1
COc1cc2c(cc1OC)CN(C(=O)CCCOc1ccc(Cl)cc1Cl)CC2
    5	-15	-13	13	7	-1	-1	-40	-0.1
O=C(Nc1cc(C(F)(F)F)ccc1N1CCOCC1)C1Cc2ccccc2CN1C(=O)c1ccco1 (centres undefined)
    5	0	8	72*	26*	-5	-1	2	-3.1
Cc1ccc(C2=NN(S(C)(=O)=O)C(c3ccc4nccnc4c3)C2)cc1 (centres undefined)
    1	-12	9	-2	2	-1	-183	-8	0.2
CC(C)CCNC(=O)C(c1ccco1)N(CCCO)C(=O)Cn1nnc(-c2ccc(F)cc2)n1 (centres undefined)
    -2	-5	-4	-8	8	49*	10	5	-1.0
Cc1[nH]nc(-c2ccc(O)cc2O)c1-c1nc2ccccc2s1
    7	2	19	3	-4	5	-11	17	1.1
C=CCOC(=O)C1=C(C)NC(SCC(=O)Nc2ccc(C)c(Cl)c2)=C(C#N)C1c1ccco1 (centres undefined)
    -1	-8	-12	62	7	-2	-8	-26	0.5
CC(C)CC(=O)Nc1ccccc1N1CCCC1
    5	-13	-4	0	12	6	-7	-1	0.1
CCOC(=O)c1c(C)[nH]c(C(=O)N/N=C/c2cccc(OC)c2)c1C
    9	-20	-19	-5	7	5	-9	-8	0.3
CCOC(=O)c1cccc(NS(=O)(=O)c2c(C)[nH]c(=O)[nH]c2=O)c1
    2	-13	-5	-2	-2	2	-5	3	0.6
COc1cccc(OCc2nc3ncc(Br)cc3[nH]2)c1
    10	4	-23	.	24*	-1	-19	-50	1.6
Cc1noc(C)c1CSc1ccccc1C(=O)N1CCN(c2ccccc2)CC1
    1	13	-5	16	11	-2	-10	-47	0.6
CC(=O)Nc1ccc(-c2csc(NNC(=O)c3ccccc3)n2)cc1
    11	-5	8	10	5	5	-2	12	-2.0
CN(C)CCOC(=O)C12CC3CC(C1)CC(C(=O)OCCN(C)C)(C3)C2
    -7	-6	10	4	.	-4	-1	20	1.0
CCCCNS(=O)(=O)c1ccc2nc(-c3cccnc3)cc(C(=O)NC(C)CC)c2c1 (centres undefined)
    4	14	7	101*	0	2	-3	12	-1.2
CC(C)CNC(=O)COc1ccc(Sc2ccc(OCC(=O)NCC(C)C)cc2)cc1
    -3	-15	5	38	0	-4	1	32	-1.1
CC(C)OCCCNC(=S)N1CCC(C(=O)c2ccc3c(c2)OCCO3)CC1
    5	16	-7	-2	0	-2	-5	1	2.9
CCn1c(SCC(=O)OC)nnc1-c1c[nH]c2ccccc12
    -2	4	3	4	.	0	-1	18	-1.1
CCC(C)NCCCCOc1cc(C)cc(C(C)C)c1 (centres undefined)
    7	-10	-6	12	-3	-4	-3	-11	1.6
O=C(CCc1ccccc1)NNc1cc(N2CCCCC2)nc(N2CCCCC2)n1
    2	-13	-2	61	-1	-1	-11	15	-0.7
COc1ccc(/C=N/N=C/c2ccc(OC)c(O)c2)cc1O
    1	-3	11	-7	1	-4	-1	8	0.5
CC(C)COC(=O)C(C#N)c1nc2ccccc2nc1N1CCN(Cc2ccc3c(c2)OCO3)CC1 (centres undefined)
    1	-11	-1	-2	-1	0	-22	9	0.7
O=C(Cn1ncnn1)OCc1ccccc1Cl
    0	-4	-6	6	0	-3	-7	-3	5.0
O=S(=O)(N/N=C1\CC(c2ccccc2)Oc2ccccc21)c1ccccc1 (centres undefined)
    0	9	-23	48	1	5	-10	-3	-1.5
COc1cc(C(=O)NCc2nnc(SCC(=O)Nc3nc4ccccc4s3)o2)cc(OC)c1OC
    6	-24	1	4	-1	3	-9	-7	-0.6

(further entries)
Every second line gives: BaF3 tox	S1P4 antagonist	NPY-Y2 PAM-ag	CHOP inh	NPY-Y1 antag	Ba/F3 V617F tox	NCF1 inh	NPY-Y1 PAM-ag	S1P4 agonist
CC(C(=O)NCC1(c2ccccc2)CCOCC1)N1CCOCC1 (centres undefined)
    4	-8	9	9	3	-1	-10	9	0.4
CCOCCn1c(-c2ccccc2)nc2ccccc21
    -1	-2	-2	6	.	-4	-4	25	-0.1
Cc1ccc(C(=O)OCC(=O)c2c(N)n(C)c(=O)n(C)c2=O)cc1S(=O)(=O)N1CCCCC1
    10	-14	11	23	0	-1	-8	-9	0.4
O=C(Nc1cccnc1)c1ccc2c(c1)C(=O)N(Cc1cccnc1)C2=O
    1	0	0	13	-6	-5	-7	1	3.8
COC(=O)Nc1ccc(S(=O)(=O)N(CCO)CC(F)(F)C(F)F)cc1
    3	-21	9	-5	-11	-2	-8	-1	-1.0
O=C(Nc1ccc(Cl)c(Cl)c1)OCc1cccnc1
    0	-15	4	25	-8	-2	-29	14	-0.5
C[C@H](NC(=O)c1ccco1)C(=O)NCCc1ccc(S(N)(=O)=O)cc1
    -2	-13	2	12	.	-1	-16	13	2.7
CC(C)(C)NC(=S)Nc1cccc(C(F)(F)F)c1
    -2	3	1	27	0	-1	-1	15	-0.4
Cc1cccc(N(Cc2ccccc2)C(=O)CCl)c1
    4	4	3	-98	2	57*	-3	5	-1.3

Source: PubChem BioAssay
